High-throughput results deposited in PubChem by National Center for Advancing Translational Sciences (NCATS).
KB-V1 MDR tox = qHTS assay for MDR1-selective chemotherapeutics: Primary screen using the drug-selected MDR subline cells KB-V1; hit rate 3.4% among 400,000; KB-V1 MDR cells viability, CellTiter-Glo, 72 h; Potency, µM (top dose mostly 46.1 µM), inactives show at the highest dose activity change, negative = cytotoxicity, usual class: cytotoxic; note: potency is the fitted concentration of half-maximal effect; % is set by controls: 0 for no effect and ±100 for the full control effect; nearly all actives have a fitted effect of over 60% in size
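Compound-treated KB-V1 multidrug-resistant cells, 72 h, 37 degrees C; viability by CellTiter-Glo. Fitted qHTS curves give the values.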
D3 ag = qHTS of D3 Dopamine Receptor Agonist: qHTS; D(3) dopamine receptor (Homo sapiens), P35462; D3R DiscoveRx beta-arrestin cells, luminescence, 90 min; AID 652048, 2013; hit rate 0.58% among 410,000; max activation, %; in the data active = max activation above about 30%; note: 0% is about no effect; mostly tested at two doses, the higher about 12 µM
Target sequence (P35462 whole entry, looked up): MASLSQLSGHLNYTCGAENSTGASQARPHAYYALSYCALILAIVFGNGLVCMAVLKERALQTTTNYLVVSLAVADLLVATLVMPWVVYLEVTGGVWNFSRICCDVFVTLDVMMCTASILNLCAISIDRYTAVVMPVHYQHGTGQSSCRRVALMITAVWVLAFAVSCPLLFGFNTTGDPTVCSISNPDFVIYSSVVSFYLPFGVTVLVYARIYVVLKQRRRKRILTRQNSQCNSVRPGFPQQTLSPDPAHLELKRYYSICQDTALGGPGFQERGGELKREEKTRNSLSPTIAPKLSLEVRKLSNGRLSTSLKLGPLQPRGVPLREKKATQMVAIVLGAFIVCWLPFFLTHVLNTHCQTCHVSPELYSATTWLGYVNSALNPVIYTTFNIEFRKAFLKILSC
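Agonist mode: compounds and dopamine controls were applied to plated cells for 90 min at 37 degrees C after an overnight attachment at 1500 cells/well. Luminescent read-out followed 30 - 60 minutes at room temperature with DiscoveRx detection reagent.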
KB-3-1 tox = qHTS assay for MDR1-selective chemotherapeutics: Primary screen using the parental adenocarcinoma cell KB-3-1 | KB-3-1 viability, CellTiter-Glo ATP luminescence, 72 h | Potency, µM (doses to about 46.1 µM), for the others: at the highest dose activity change, negative = cytotoxic, most hits filed as cytotoxic | hit rate 1.4% among 400,000; note: potency is the fitted concentration of half-maximal effect; % is set by controls: 0 for no effect and ±100 for the full control effect; nearly all actives have a fitted effect of over 60% in size
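Parental KB-3-1 adenocarcinoma cells in phenol-red-free DMEM with 10% FBS were pin-treated with compounds at several concentrations, incubated 72 h at 37 °C, and viability read by CellTiter-Glo luminescence; concentration-effect curves were fitted after normalization.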
* hit, by the source's call; ? = inconclusive. Unless noted, calls come from the whole dose curve; as a rule, active = well fitted cell-killing curve with a large enough effect; inconclusive = small, poorly fitted or top-dose-only effect, or effect the other way; inactive = flat fitted curve, though single readings scatter. Not all compounds are listed, so the mix of outcomes need not match the whole.

Value order: D3 ag | KB-V1 MDR tox | KB-3-1 tox
Cc1ccc(C)c(Nc2nn3c(=O)c4ccc(C(=O)N(C)Cc5ccccc5)cc4nc3s2)c1
 : 5 | 4% | -14%
N#Cc1ccc(-c2cccs2)nc1SCC(=O)Nc1cccc(C(F)(F)F)c1
 : 2 | 0% | -4%
Cc1cc(OCCn2cc(C(=O)c3cccs3)c3ccccc32)ccc1Cl
 : 7 | 3% | 3%
Cc1cccc(C(=O)Nc2ccc(C(=O)OCc3cc(=O)n4nc(C5CC5)sc4n3)cc2)c1
 : 9 | -8% | 2%
CC1CN(C(=O)CCC(=O)NCc2cccs2)c2ccccc2O1 (stereo not given)
 : -5 | 9% | 3%
COc1ccc(-c2[nH]c3c(c2-c2c(-n4cccc4)n(C)c(=O)n(C)c2=O)c(=O)n(C)c(=O)n3C)cc1
 : -1 | ? | 1%
CCOc1ccc(NC(=O)CN2CCCN(Cc3cc(C)ccc3C)S2(=O)=O)cc1
 : -13 | -3% | 0%
O=C(Cn1ncc2c([nH]c3ccccc32)c1=O)NCc1cccc(Cl)c1
 : 4 | -14% | 8%
O=C(COC(=O)C(Cc1c[nH]c2ccccc12)NC(=O)c1ccc(Br)cc1)c1ccc(Cl)cc1 (stereo not given)
 : 4 | 4% | 1%
CCOc1ccccc1CN1C(=O)c2ccccc2C1C(=O)NC1CCCCCC1 (stereo not given)
 : -2 | -2% | ?
CC(=O)c1cccc(Nc2ncnc3c2cnn3-c2cccc(Cl)c2)c1
 : 6 | ? | -13%
CCOc1ccc(N(C)S(=O)(=O)c2ccc3c(c2)CCCN3C(C)=O)cc1
 : 6 | -7% | -12%
CC1=C(C(=O)NCc2cccc(F)c2)C2(CCCCCC2)OC1=O
 : -17 | -18% | 12%
COc1ccc(C(=O)Nc2nc(-c3nnn(-c4ccc(C(C)C)cc4)c3C)ns2)cc1
 : -8 | ? | 3%
CC(C)Oc1ccc(CNC(=O)c2cccc(NC(=O)N3CCSc4ncccc43)c2)cc1
 : 6 | 3% | -12%
Cc1ccc(NC(=O)CSc2nnc(COc3ccc(Cl)cc3)o2)cc1
 : 6 | -10% | 13%
COc1ccccc1NC(=O)C(=O)NCC(c1ccc2c(c1)OCO2)N1CCN(C)CC1 (stereo not given)
 : -2 | 8% | 1%
O=C(COc1ccccc1F)Nc1ccc2nc(SCc3ccccc3)sc2c1
 : 3 | -8% | 1%
CCOC(=O)c1cc(-c2ccc(F)cc2)n(CCC(=O)NCc2ccc(C)cc2)c1C
 : -5 | -14% | -5%
Cc1ccc(-n2nc3c(=O)n(C(C)C(=O)NCc4ccccc4C)nc(C)c3c2C)cc1 (stereo not given)
 : -16 | 8% | 15µM*
CCCOc1ccc(CN(C(=O)Cc2coc3ccc(CC)cc23)C2CCS(=O)(=O)C2)cc1 (stereo not given)
 : 9 | -4% | 0%
COc1c(C)cc(S(=O)(=O)Nc2cccc(-c3ccc(N4CCOCC4)nn3)c2)c(C)c1C
 : -14 | -4% | 21µM*
CCCNC(=O)N1[C@H](c2ccc(C)s2)[C@@H](C)C(=O)[C@@H](C)[C@@H]1c1ccc(C)s1
 : 2 | 5% | 4%
O=c1oc2ccccc2c(N2CCN(c3ccc(F)cc3)CC2)c1CN1CCCC1
 : -15 | 2% | 4%
COc1ccc(/C=C/C(=O)Nc2nc3n(n2)C(c2ccc(F)cc2)C=C(c2ccccc2)N3)cc1 (stereo not given)
 : 1 | 24% | -2%
CN(C)CCNC(=O)c1ccc(Cn2c(SCc3ccc(F)cc3)nc3cccnc32)cc1
 : -7 | -12% | -14%
C=Cc1ccc(CSc2nc(-c3ccc(C)cc3)nc3c2Cc2c(CO)cnc(C)c2O3)cc1
 : 13 | 0% | 11%
COc1ccc(CNC(=O)c2cnc3sc(N4CCC(C)CC4)nn3c2=O)c(OC)c1
 : -14 | 2% | 0%
COC(=O)c1ccc(Cn2c(SCc3ccccc3F)nc3ccncc32)cc1
 : 1 | 0% | 4%
Cc1cccc(-c2nc(SCc3cc(=O)c4c(C)cc(C)cc4[nH]3)n[nH]2)c1
 : 4 | 0% | -2%
CC(=O)Nc1ccc(NC(=O)c2ccc3c(c2)CCN3S(=O)(=O)c2ccc(C)cc2)cc1
 : 4 | 2% | 1%
C=Cc1ccc(Cn2c(C)c(CNCc3cccc(Br)c3)c(C(=O)O)c2C)cc1
 : 2 | 4% | 4%
CCOc1ccc(N(C)S(=O)(=O)c2ccc3[nH]cc(C(=O)NCc4ccccc4)c(=O)c3c2)cc1
 : 7 | ? | -1%
COc1ccc(CCNC(=O)Cn2cc(S(=O)(=O)Cc3cccc(Cl)c3)c3ccccc32)cc1OC
 : 1 | -21% | -3%
O=C(Nc1ccc(N2CCOCC2)c(C(=O)O)c1)c1ccc(Br)cc1
 : 6 | 24% | -5%
Cc1cc(NS(=O)(=O)c2ccc(NC(=O)COc3ccc(Br)cc3C)cc2)no1
 : 2 | -4% | -3%
CN(C)c1ccc(CNC(=O)c2ccc3nc(Cc4ccccc4)oc3c2)cc1
 : -6 | -22% | 0%
O=C(Nc1cccc(-c2nc3ccccc3o2)c1)c1cccc(Br)c1
 : 23 | -1% | -16%
COC(=O)c1c(NC(=O)Cc2coc3cc(C)cc(C)c23)sc2c1CCC2
 : 11 | -7% | -5%
Cc1cc(C)c(NC(=O)Cn2c(=O)n(-c3cccc(C(F)(F)F)c3)c(=O)c3c(C)c(C)sc32)c(C)c1
 : -6 | 8% | ?
Fc1ccc(Nc2nc(-c3cccc(Cl)c3)c3c(n2)-c2ccccc2OC3)c(F)c1
 : -10 | 6% | -4%
Cc1ccc2c(=O)cc(C(=O)N(Cc3ccccc3Cl)C3CCS(=O)(=O)C3)oc2c1 (stereo not given)
 : -17 | -17% | -25%
COC(=O)c1cc2oc(C)cc2n1CC(=O)Nc1ccc(C)cc1C
 : -3 | -4% | 11%
CCOC(=O)c1cc(-c2ccc(F)cc2)n(CCC(=O)Nc2cc(OC)cc(OC)c2)c1C
 : -9 | 1% | -6%
CCn1cc2nc(SCc3cc(C)ccc3C)n(CCc3ccccc3)c(=O)c2n1
 : 4 | 20% | 18%
COc1ccccc1C(=O)Nc1ccc(C(=O)OCc2cc(=O)n3ccsc3n2)cc1
 : -2 | 0% | 4%
Brc1csc(CN2CCc3nc(Nc4ccccc4)ncc3C2)c1
 : -7 | -4% | ?
COc1ccccc1-c1noc(-c2ccc(N(C)Cc3ccccc3)c([N+](=O)[O-])c2)n1
 : 5 | -14% | 1%
CC(C)(C)OC(=O)N1CCC(c2c(C(=O)NCCN3CCOCC3)cnn2-c2cccc(F)c2)CC1
 : 0 | 2% | 1%
CC(C)(C)C(=O)Nc1cccc(C(=O)OCc2cc(=O)n3nc(C4CC4)sc3n2)c1
 : 4 | 1% | 6%
CCOC(=O)c1cccc(NC(=O)c2cnc(N3CCCCC3)c3ccccc23)c1
 : 20 | 0% | ?
COc1ccc(NC(=O)C2=CC(c3ccc4c(c3)OCO4)=NS(=O)(=O)N2C)cc1
 : -9 | -10% | 0%
CCOc1cc(C2c3c(-c4ccccc4O)n[nH]c3C(=O)N2Cc2cccnc2)ccc1O (stereo not given)
 : 7 | 0% | -2%
O=C(NCc1ccc(F)cc1)C(=O)NCC(c1cccs1)S(=O)(=O)c1cccs1 (stereo not given)
 : 3 | -27% | -13%
COc1ccc(NC(=O)c2cc3c(=O)n(Cc4cccs4)ccc3nc2C)c(OC)c1
 : -14 | 4% | -16%
COc1cc(C)c(Cl)cc1S(=O)(=O)NCCc1c(C)[nH]c2ccccc12
 : 1 | -23% | -27%
COCCNC(=O)CCCN1C(=O)CCn2nc(-c3cccn3C)cc21
 : 1 | 29% | 3%
Cc1cc(C)n2c(Nc3ccc(C(C)C)cc3)c(-c3ccsc3)nc2n1
 : -6 | 5% | -2%
Cc1cccc(-c2noc(-c3ccccc3NC(=O)C3CC(=O)N(c4ccccc4C)C3)n2)c1 (stereo not given)
 : -6 | 0% | 3%
CC(=O)c1ccc(NS(=O)(=O)c2ccc3[nH]c4c(c3c2)CCCC4)cc1
 : 6 | -4% | ?

Exported tab-delimited: part of the list above
mol	D3 ag	KB-V1 MDR tox	KB-3-1 tox
CC(C)(C)C(=O)Nc1cccc(C(=O)OCc2cc(=O)n3nc(C4CC4)sc3n2)c1	4	1%	6%
CCOC(=O)c1cccc(NC(=O)c2cnc(N3CCCCC3)c3ccccc23)c1	20	0%	?
COc1ccc(NC(=O)C2=CC(c3ccc4c(c3)OCO4)=NS(=O)(=O)N2C)cc1	-9	-10%	0%
CCOc1cc(C2c3c(-c4ccccc4O)n[nH]c3C(=O)N2Cc2cccnc2)ccc1O (stereo not given)	7	0%	-2%

Continued.
Value order: D3 ag | KB-V1 MDR tox | KB-3-1 tox
COc1ccc(C2NC(=O)c3c(sc4c3CCN(C)C4)N2)cc1O (stereo not given)
 : -29 | 22% | 1%
CCc1ccccc1NC(=O)CSc1nc2c(oc3ccccc32)c(=O)n1C
 : 8 | -7% | 0%
CCOC(=O)c1cc2c(=O)n3ccccc3nc2n(Cc2ccco2)c1=NC(=O)c1cc(C)cc(C)c1
 : 1 | 0% | 0%
CCOC(=O)c1c(C)[nH]c(C)c1S(=O)(=O)N1CCC(C(=O)N2CCN(c3ccc(Cl)cc3)CC2)CC1
 : 0 | ? | -8%
COc1ccc(-n2c(CC3C(=O)N(C)c4ccc(C)cc43)nc3ccccc3c2=O)cc1 (stereo not given)
 : 1 | -7% | -16%
Cc1cc(-c2ccc(S(=O)(=O)Nc3ccc(Cl)cc3)cc2)on1
 : 7 | -18% | 0%
Cc1ccc(-c2cc(C(=O)Nc3c(C(=O)c4ccc(C)c(F)c4)oc4ccccc34)no2)cc1
 : 0 | ? | 9%
CCOc1ccc(C(=O)Nc2ccc3nc(SCCOc4ccccc4)sc3c2)cc1
 : -4 | 0% | 0%
COc1ccc(CCNC(=O)C(=O)NCC(c2cccs2)S(=O)(=O)c2ccc(C)cc2)cc1 (stereo not given)
 : 12 | -7% | 2%
Cc1ccc(C(=O)O)cc1Nc1nc2ccccc2n2nnnc12
 : -2 | -15% | -6%
CC(=O)Nc1ccc(NS(=O)(=O)c2c(C)nc3sccn3c2=O)cc1
 : 8 | 7% | -1%
CCc1ccc(CNC(=O)c2sc3nc[nH]c(=O)c3c2C)cc1
 : -11 | -26% | -9%
COc1ccc(NC(=O)CSc2nc3c(oc4ccccc43)c(=O)n2-c2ccc(C)c(C)c2)cc1
 : 0 | 12% | -1%
O=C(Nc1ccccc1)c1cccc2c(=O)c3c([nH]c12)CCCC3
 : 6 | 25% | -1%
CCCS(=O)(=O)c1c(S(=O)(=O)CCC)c2cc(C(C)(C)C)ccn2c1C(=O)c1ccccc1
 : 17 | -26% | -17%
CCOc1ccc(CCNC(=O)c2ccc3c(c2)sc2nc(-c4ccc(F)cc4)cn23)cc1OCC
 : -5 | 6% | -11%
Cc1cccc(OCC(=O)OCc2cc(=O)n3nc(C4CCCCC4)sc3n2)c1
 : 1 | 8% | -5%
Cc1ccc(-c2nc3ccccn3c2Nc2ccc3c(c2)OCO3)o1
 : -5 | 6% | -2%
CCOC(=O)c1c(C)[nH]c(C)c1S(=O)(=O)N1CCC(C(=O)Nc2ccc(C)c(Cl)c2)CC1
 : 9 | 0% | 20%
Cc1nc(-c2cccc(F)c2)sc1CCNC(=O)C(=O)Nc1ccc2c(c1)OCCO2
 : 23 | 17% | 1%
Cc1c(Cl)cccc1-n1ncc(C(=O)N2CCOCC2)c1C1CCN(C(=O)OC(C)(C)C)CC1
 : 10 | 16% | 3%
CCOC(=O)Cc1ccc(NC(=O)N2CCC(CN3CCC(C)CC3)CC2)cc1
 : -16 | 0% | 20%
O=C1CC(c2cccc(O)c2)c2c(nc(SCc3ccccc3F)[nH]c2=O)N1 (stereo not given)
 : -17 | -8% | 1%
CCc1ccc2c(c1)NC(c1ccc(C)cc1)=NC(c1cccs1)=N2
 : 8 | 1% | 4%
CCN(CC)CCNC(=O)c1ccc2nc(CCc3ccccc3)oc2c1
 : -8 | 0% | -19%
Cc1ccc(CNC(=O)Cc2coc3cc(C)cc(C)c23)cc1
 : -4 | 12% | 23%
CCCSc1ncc(Cl)c(C(=O)Nc2sc3c(c2C(=O)NCC)CCCC3)n1
 : 8 | 10% | 12%
CCOC(=O)CSc1nc(-c2ccccc2)cc(C(F)(F)F)c1C#N
 : -10 | 4% | 6%
O=S(=O)(Nc1cccc(-c2ccc(N3CCCCC3)nn2)c1)c1cccs1
 : 1 | ? | 8%
